Yeast growth tox: Compounds toxic to wild-type S. cerevisiae growth; A595 turbidity, 16 h; growth inhibition, % at 25 µM (by protocol); 30,000 compounds, 0.3% hits; AID 685;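 active = mutant and wild-type yeast strains alike exhibit over 30% growth inhibition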;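 note: 0% = untreated cell controls and 100% = YPD media blanks without cells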
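Incubation: 16 h growth with compound, 30 °C; Material: S. cerevisiae wild-type or eIF2Bepsilon-R284H mutant strain; Signal: turbidity measured as absorbance at 595 nm; Medium: YPD yeast growth medium; Measure: growth inhibition (%) versus cell controls and blanks; Doses: 25 µM single dose.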
eIF2B yeast act: eIF2B (yeast) activity modulation; S. cerevisiae eIF2B-epsilon R284H, GCN4-lacZ luminescence; inhibition, % at 25 µM (by protocol); 27,000 compounds, 0.91% hits;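 active = mutant luminescence inhibited past about 50% while wild type luminescence and mutant growth stay under set limits, limit read from the data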; note: some compounds called inactive have numbers as strong as hits
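Assay system: yeast eIF2B-epsilon R284H mutant carrying GCN4–beta-galactosidase fusion / Buffer or medium: YPD / Incubation: 16 h growth with compound at 30 °C, 90 min Beta-Glo step / Detection: Beta-Glo luminescence after Z-buffer lysis, growth by 595 nm absorbance / Read-out: % inhibition of reporter signal and growth versus controls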
Yeast growth tox inhibition %: further read-out of Yeast growth tox, marked with its call; growth inhibition, %; S. cerevisiae eIF2Bepsilon-R284H mutant growth, A595 turbidity, 16 h;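 each compound tested once at 25 µM; 0% equals untreated cells and 100% equals cell-free medium blanks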
eIF2B yeast act mutant toxicity: also measured in eIF2B yeast act; calls as there; growth inhibition, %; measured here: mutant yeast growth, toxicity;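 each compound tested once at 25 µM; zero equals untreated control growth and 100 equals blank medium absorbance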
The depositor's hits bear a star; . = no result given. Only part of the results is shown, so the mix of outcomes need not match the whole.

Each structure is followed by: eIF2B yeast act, Yeast growth tox, eIF2B yeast act mutant toxicity, Yeast growth tox inhibition %
- O=C(Nc1ccc(N2CCN(C(=O)c3ccco3)CC2)c(Cl)c1)c1c(F)c(F)c(F)c(F)c1F
  23, -3, -4, -4
- COc1ccc(-c2nnc3n2N=C(C)CS3)cc1
  ., 14, ., 13
- COc1c(C)cc(Br)cc1C(=O)Nc1ccc(N2CCN(S(C)(=O)=O)CC2)cc1
  -3, 15, -7, -7
- COc1ccc(C(=O)c2nc3c(n2O)CCCC3)cc1OC
  24, 11, 17, 17
- O=c1c2ccccc2[nH]c(=S)n1CCN1CCN(Cc2ccccc2)CC1
  19, -7, -11, -11
- CN(C)S(=O)(=O)c1cccc(C(=O)OCC(=O)Nc2ccccc2OC(F)F)c1
  -4, -22, 4, 4
- O=C(N1CCCCC1)C1(c2ccccc2)CCOCC1
  ., -18, ., -12
- O=C(Nc1cccc(-c2nc3cc(Cl)ccc3o2)c1)C1CCCO1 (stereo unspecified)
  28, 33, 15, 15
- Cc1sc2nc(CN3CCCC3)nc(N3CCC(C(N)=O)CC3)c2c1C
  ., 8, ., 13
- CCOC(=O)c1c(C)n(CCNC(C)=O)c2ccc(OC)cc12
  ., 9, ., 9
- CC1(C)Cc2noc(N)c2C(C)(C)N1O
  -28, 13, 2, 2
- O=C(CSc1nnc(-c2ccco2)o1)NCC(=O)c1ccccc1
  -16, ., ., .
- CC1CCN(C(=O)COC(=O)c2cc(Cl)cc(Cl)c2N)CC1
  ., 13, ., 18
- Cc1sc(NC(=O)COc2cccc(-n3cnnn3)c2)c(C#N)c1C
  52, -44, -34, -34
- O=C(CSc1nnc(-c2ccc(F)cc2)o1)Nc1ccc(S(=O)(=O)N2CCCCCC2)cc1
  11, -66, -14, -14
- COc1ccc(CC(=O)N2CCN(c3ccccn3)CC2)cc1OC
  ., 10, ., 2
- Cc1nc2c(C(=O)NCc3ccc4c(c3)OCO4)c[nH]n2c(=O)c1Cc1ccccc1F
  -12, 2, 13, 13
- C/C=C/C(=O)Nc1ccccc1Br
  24, 11, 17, 17
- O=C(NCc1ccc2c(c1)OCO2)c1ccc2c(c1)C(=O)N(Cc1cccnc1)C2=O
  8, 12, -2, -2
- Cc1ccc2[nH]c3c(=O)n(CCCN4CCOCC4)cnc3c2c1
  27, 8, 17, 17
- COc1ccc(CCn2nnc(-c3ccc(NC(C)=O)c(Cl)c3)n2)cc1
  1, 26, -37, -37
- Cn1c(CCN2CCCCC2)nc2cc(NC(=O)Nc3ccccc3)ccc21
  -14, 13, -11, -11
- CC(C)COC(=O)c1ccc(NC(=O)C2C3C=CC(C3)C2C(=O)O)cc1 (stereo unspecified)
  16, 18, 21, 21
- c1ccc(-n2nnnc2SCc2ccccn2)cc1
  28, 2, -19, -19
- O=C(c1noc2c1CCCCC2)N1CCN(C(c2ccccc2)c2ccccc2)CC1
  1, 19, 8, 8
- COc1ccc(S(=O)(=O)NCCc2ccc(F)cc2)cc1
  10, 14, -9, -9
- COc1ccccc1N1CCN(C(c2ccccc2)c2nnnn2CCc2ccccc2)CC1 (stereo unspecified)
  34, -8, -26, -26
- O=C(c1ccccc1)N1CCN(C2CC3CCC2C3)CC1 (stereo unspecified)
  27, 11, 5, 5
- O=C(NCc1ccc2c(c1)OCO2)c1cc2c(s1)CS(=O)(=O)C2
  18, 10, -6, -6
- CN(Cc1cc2ccccc2[nH]c1=O)S(C)(=O)=O
  12, 1, -5, -5
- O=C(CN1CCN(c2ccccn2)CC1)Nc1ccc2ccccc2c1
  11, 7, -10, -10
- O=C1N2CCSC2=NC1(Nc1ccccn1)C(F)(F)F (stereo unspecified)
  13, 18, 14, 14
- CCOC(=O)c1c[nH]c2c(Cl)c(Cl)ccc2c1=O
  14, 25, 16, 16
- CCCOc1ccc(C(=O)NCCO)cc1
  26, 26, 28, 28
- CC1(C(=O)NCc2ccccc2)Oc2ccccc2NC1=O (stereo unspecified)
  19, 10, 16, 16
- CCOC(=O)c1[nH]c2ccc(C)cc2c1N
  29, 2, 2, 2
- COC(=O)c1cc(Br)c(=O)n(-c2ccc(C(C)=O)cc2)c1
  25, 15, 10, 10
- COc1ccc(NC(=O)c2ccco2)c(NC(=O)Cc2cccs2)c1
  29, 15, 15, 15
- CN1C(=O)N(c2ccccc2)C(Nc2nncs2)C1(C)C (stereo unspecified)
  23, -8, -27, -27
- Cc1nnc(SCC(=O)N2CCN(S(=O)(=O)c3ccccc3)CC2)n1Cc1ccccc1
  11, 21, 5, 5

5 compounds already listed, arranged by SMILES length, ascending.
Each structure is followed by: eIF2B yeast act, Yeast growth tox, eIF2B yeast act mutant toxicity, Yeast growth tox inhibition %
- CCOC(=O)c1c[nH]c2c(Cl)c(Cl)ccc2c1=O
  14, 25, 16, 16
- O=C(CN1CCN(c2ccccn2)CC1)Nc1ccc2ccccc2c1
  11, 7, -10, -10
- COC(=O)c1cc(Br)c(=O)n(-c2ccc(C(C)=O)cc2)c1
  25, 15, 10, 10
- COc1ccccc1N1CCN(C(c2ccccc2)c2nnnn2CCc2ccccc2)CC1 (stereo unspecified)
  34, -8, -26, -26
- Cc1nnc(SCC(=O)N2CCN(S(=O)(=O)c3ccccc3)CC2)n1Cc1ccccc1
  11, 21, 5, 5

New compounds follow:
Each structure is followed by: eIF2B yeast act, Yeast growth tox, eIF2B yeast act mutant toxicity, Yeast growth tox inhibition %
- COc1ccc(NC(=O)C23CCC(C)(C(=O)O2)C3(C)C)cc1 (stereo unspecified)
  -3, ., ., .
- CC1=CC(C)(C)N2C(=O)C3(C(C#N)=C(N)OC4=C3C(=O)CC(C)(C)C4)c3c(C)c(C)cc1c32 (stereo unspecified)
  ., -6, ., -3
- CCOC(=O)C1(C(F)(F)F)N=C(N(C)C)OC(N(C)C)=N1
  29, 11, 24, 24
- Cc1cnc(NC(=O)CSc2nnc(Cc3ccccc3)n2C)s1
  32, 0, ., 0
- COc1cc2cc(C)c3nnc(SCC(N)=O)n3c2cc1OC
  14, 10, ., 0
- CCOC(=O)c1[nH]c2cc3c(cc2c1CCCN1C(=O)c2ccccc2C1=O)OCCO3
  -10, -6, -19, -19
- O=C(CC1SC2=NCCN2C1=O)Nc1ccc(Cl)cc1 (stereo unspecified)
  7, ., ., .
- CCN1CCN(CCn2c(=S)[nH]c3ccccc3c2=O)CC1
  18, -2, ., 0
- COc1ccccc1NC(=O)c1ccccc1SC
  14, 5, 3, 3
- Cc1ccc(-c2nnc(CSc3nnc(C)s3)o2)cc1
  16, ., ., .
- COc1ccc(C(=O)CC(c2ccccc2)C2CCCCC2=O)cc1 (stereo unspecified)
  13, 4, -16, -16
- COC(=O)C1=C(C)N(CCc2ccccc2)C(=O)C1(NS(=O)(=O)c1ccc(NC(C)=O)cc1)C(F)(F)F (stereo unspecified)
  12, 21, 19, 19
- O=C1CCCC2=C1C1(CCCCC1)N=C(Nc1nc3ccccc3o1)N2
  17, 11, 4, 4
- O=C(COc1ccccc1)Nc1ccccc1N1CCCCC1
  17, 12, 11, 11
- O=C(CSc1nnc(Cn2nnc(-c3ccccc3)n2)n1-c1ccccc1)Nc1ccccc1
  1, 0, 14, 14
- COc1ccc(/C=C2\OC(=S)N(C)C2=O)cc1
  15, 19, -7, -7
- CC(=O)c1c(C)nc(-c2ccccc2)n1O
  -19, -25, -10, -10
- CCOC(=O)CCc1c(C)nc2ncnn2c1C
  9, -2, -3, -3
- Cc1cc(C)nc(NS(=O)(=O)c2ccc(NC(=O)CCC3COc4ccccc4O3)cc2)n1 (stereo unspecified)
  ., -3, ., -4
- Cc1ccc(C2CC(=O)NC3=C2C(=O)CCC3)cc1Br (stereo unspecified)
  23, 4, 5, 5
- COc1ccc(C(=O)O)cc1S(=O)(=O)N(C)CCc1cccnc1
  18, 19, -14, -14
- CCCCCn1c(CN2CCN(C(=O)OCC)CC2)nc2c1c(=O)[nH]c(=O)n2C
  0, 9, 4, 4
- CCSc1nc2c(sc3ccccc32)c(=O)n1C(C)C
  ., 14, ., 16
- c1cc(CNC2=NCCCCC2)ccn1
  22, 3, 21, 21
- COC1(c2ccccc2)NC(=S)NN=C1c1ccccc1 (stereo unspecified)
  -14, 3, 18, 18
- CCOc1cccc(NC(=O)C2CC(=O)N(C)C(=Nc3ccccc3)S2)c1 (stereo unspecified)
  19, 21, 7, 7
- Cc1cc(NC(=O)c2cc3ncc(Br)cn3n2)no1
  5, 1, 11, 11
- Nc1nc2n(c1C(=O)c1ccccc1)CCC2
  8, 17, -13, -13
- CCN(CC)C(=O)c1cn(C)c2ccc(S(=O)(=O)N(CC)CC)cc2c1=O
  17, -9, -3, -3
- Cc1c(NC(=O)c2ccccc2F)c(=O)n(-c2ccccc2)n1C
  -3, 2, -45, -45
- COCCn1c(SCc2nc3ccccc3s2)nc2ccccc21
  -5, 9, 8, 8
- Cc1ccc(C)c(NC2=NCC(=O)N2c2ccc3c(c2)OCCO3)c1
  33, ., ., .
- CC1(C)Cc2c(C#N)c(OCC(=O)c3ccc(Cl)cc3)nc(-c3ccoc3)c2CO1
  -14, -3, 4, 4
- CCC(C(=O)NC(C)(C)C)N(C(=O)Cn1nnc(-c2cccs2)n1)c1cnc2ccccc2c1 (stereo unspecified)
  13, -7, -14, -14
- O=C(O)CCCC(=O)NS(=O)(=O)c1ccc(Cl)cc1
  23, 15, 15, 15
- CCOC(=O)CSC1=C(C#N)C(c2ccccc2Cl)C(C(=O)OC)C(=O)N1 (stereo unspecified)
  -15, 24, -7, -7
- O=C(Cn1nc(-c2ccccc2F)ccc1=O)NCc1ccc2c(c1)OCO2
  26, ., ., .
- CCCCOC(=O)Nc1cc(OC)c(Cl)cc1OC
  22, 2, ., 0
- CCN(CC)CCCN1C(=O)C(=O)/C(=C(/O)c2ccc3c(c2)OCO3)C1c1ccccn1 (stereo unspecified)
  ., 13, ., -4
- CCCCOc1ccc(CNC(=O)NS(=O)(=O)c2ccc(OCC)cc2)cc1
  -10, 14, 3, 3

Gathered by group: the entries above with a COOH group.
Each structure is followed by: eIF2B yeast act, Yeast growth tox, eIF2B yeast act mutant toxicity, Yeast growth tox inhibition %
- CC(C)COC(=O)c1ccc(NC(=O)C2C3C=CC(C3)C2C(=O)O)cc1 (stereo unspecified)
  16, 18, 21, 21
- COc1ccc(C(=O)O)cc1S(=O)(=O)N(C)CCc1cccnc1
  18, 19, -14, -14
- O=C(O)CCCC(=O)NS(=O)(=O)c1ccc(Cl)cc1
  23, 15, 15, 15

Next section.
Each structure is followed by: eIF2B yeast act, Yeast growth tox, eIF2B yeast act mutant toxicity, Yeast growth tox inhibition %
- CC(C)C[C@H](NC(=O)OC(C)(C)C)C(=O)N1CCC(C(=O)N[C@@H](Cc2ccccc2)C(=O)O)CC1
  12, 21, ., 0
- O=C(CCCn1c(=O)[nH]c2cc(Cl)ccc2c1=O)NC1CCCCCCC1
  ., -6, ., -6
- COc1cc(-c2nn3c(-c4cccc(C)c4)nnc3s2)cc(OC)c1OC
  22, 7, -7, -7
- O=C1C2C(c3ccccc3)C=CC(c3ccccc3)C2C(=O)N1C1CCCCC1 (stereo unspecified)
  ., -2, ., -10
- COc1ccc(C(=O)NCC(C)C)c(OC)c1
  -20, 21, 15, 15
- CC(C)OC(=O)C1=C(N)N2C(=O)CSC2=C(C(=O)OC(C)C)C1
  ., 11, ., 4
- O=C(c1ccc(Cl)cc1)c1coc2ccc(O)cc12
  33, 4, -18, -18
- COc1cccc(CNc2ccc(Br)cn2)c1O
  24, 3, -9, -9
- O=S1(=O)NC(=NC2CCCCCC2)c2ccccc21
  6, 7, 4, 4
- CCOc1cc(S(=O)(=O)NC2CCCC2)ccc1Cl
  -19, 26, 23, 23
- O=C(c1ccco1)N(Cc1cccs1)C1CCS(=O)(=O)C1 (stereo unspecified)
  ., 14, ., 0
- CCOC(=O)C1C(c2ccc3c(c2)OCO3)NC(=O)NC1(O)C(F)(F)F (stereo unspecified)
  7, ., ., .
- CCN1CCN(c2cc(C)c3cc(NC(=O)c4ccc(Br)o4)ccc3n2)CC1
  17, 3, 19, 19
- COc1cccc(-n2nnnc2SCC(=O)Nc2cccc(NC(C)=O)c2)c1
  12, -16, -36, -36
- CCN1C(=O)/C(=C\c2cccs2)C(C(=O)OC)=C1C
  17, 0, 19, 19
- CC(C)=CCCC(C)CN1CCC(O)CC1 (stereo unspecified)
  -39, 30, 9, 9
- CNC(=O)N(C1=NCC(C)S1)c1ccc(F)cc1F (stereo unspecified)
  ., 40, ., 7
- C=CCNC(=O)C1CC(=O)N(c2ccc(OCC(=O)Nc3ccc(Cl)c(C(F)(F)F)c3)cc2)C1 (stereo unspecified)
  ., 15, ., 0
- Cc1cc(OCc2ccc(F)cc2)nc(-c2ccccc2O)n1
  -7, 5, 9, 9
- Cc1ccc(NC(=O)CC(O)(C(F)(F)F)C(F)(F)F)c(Br)c1
  27, 9, -39, -39
- O=C(CN(C(=O)C1COc2ccccc2O1)c1ccccc1)NCC1CCCO1 (stereo unspecified)
  -25, 1, -17, -17
- CCC(c1nc2ccccc2c(=O)n1CCN1CCOCC1)N1C(=O)c2ccccc2C1=O (stereo unspecified)
  -11, -16, -30, -30
- Cc1ccc(F)cc1NC(=O)c1cccc(N(C)C)c1
  31, 1, -5, -5
- O=C(Nc1ccc(C(F)(F)F)cc1)c1cccnc1N1CCOCC1
  17, 18, 10, 10

Source: PubChem BioAssay (PCMD)
